Assay outcomes deposited in PubChem by several laboratories.
SRC3 inh: SRC3 coactivator transcriptional activity inhibitors, primary screen, cell-based, luminescence. Nuclear receptor coactivator 3 (Homo sapiens), Q9Y6Q9. HEK293 GAL4-SRC3 luciferase reporter. inhibition, % at 3.6 µM. actives 0.17% (n = 360,000). AID 588352, 2011;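 active = inhibition above a per-campaign cutoff, the mean of all compounds plus 3 SD, cut at about 60% in these data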;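 also: 0% = DMSO-treated cells and 100% = gossypol-treated cells at 36 µM; higher means less SRC3-driven luciferase light from the GAL4 reporter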
Target sequence (Q9Y6Q9 whole entry, looked up, the tested form may be a part): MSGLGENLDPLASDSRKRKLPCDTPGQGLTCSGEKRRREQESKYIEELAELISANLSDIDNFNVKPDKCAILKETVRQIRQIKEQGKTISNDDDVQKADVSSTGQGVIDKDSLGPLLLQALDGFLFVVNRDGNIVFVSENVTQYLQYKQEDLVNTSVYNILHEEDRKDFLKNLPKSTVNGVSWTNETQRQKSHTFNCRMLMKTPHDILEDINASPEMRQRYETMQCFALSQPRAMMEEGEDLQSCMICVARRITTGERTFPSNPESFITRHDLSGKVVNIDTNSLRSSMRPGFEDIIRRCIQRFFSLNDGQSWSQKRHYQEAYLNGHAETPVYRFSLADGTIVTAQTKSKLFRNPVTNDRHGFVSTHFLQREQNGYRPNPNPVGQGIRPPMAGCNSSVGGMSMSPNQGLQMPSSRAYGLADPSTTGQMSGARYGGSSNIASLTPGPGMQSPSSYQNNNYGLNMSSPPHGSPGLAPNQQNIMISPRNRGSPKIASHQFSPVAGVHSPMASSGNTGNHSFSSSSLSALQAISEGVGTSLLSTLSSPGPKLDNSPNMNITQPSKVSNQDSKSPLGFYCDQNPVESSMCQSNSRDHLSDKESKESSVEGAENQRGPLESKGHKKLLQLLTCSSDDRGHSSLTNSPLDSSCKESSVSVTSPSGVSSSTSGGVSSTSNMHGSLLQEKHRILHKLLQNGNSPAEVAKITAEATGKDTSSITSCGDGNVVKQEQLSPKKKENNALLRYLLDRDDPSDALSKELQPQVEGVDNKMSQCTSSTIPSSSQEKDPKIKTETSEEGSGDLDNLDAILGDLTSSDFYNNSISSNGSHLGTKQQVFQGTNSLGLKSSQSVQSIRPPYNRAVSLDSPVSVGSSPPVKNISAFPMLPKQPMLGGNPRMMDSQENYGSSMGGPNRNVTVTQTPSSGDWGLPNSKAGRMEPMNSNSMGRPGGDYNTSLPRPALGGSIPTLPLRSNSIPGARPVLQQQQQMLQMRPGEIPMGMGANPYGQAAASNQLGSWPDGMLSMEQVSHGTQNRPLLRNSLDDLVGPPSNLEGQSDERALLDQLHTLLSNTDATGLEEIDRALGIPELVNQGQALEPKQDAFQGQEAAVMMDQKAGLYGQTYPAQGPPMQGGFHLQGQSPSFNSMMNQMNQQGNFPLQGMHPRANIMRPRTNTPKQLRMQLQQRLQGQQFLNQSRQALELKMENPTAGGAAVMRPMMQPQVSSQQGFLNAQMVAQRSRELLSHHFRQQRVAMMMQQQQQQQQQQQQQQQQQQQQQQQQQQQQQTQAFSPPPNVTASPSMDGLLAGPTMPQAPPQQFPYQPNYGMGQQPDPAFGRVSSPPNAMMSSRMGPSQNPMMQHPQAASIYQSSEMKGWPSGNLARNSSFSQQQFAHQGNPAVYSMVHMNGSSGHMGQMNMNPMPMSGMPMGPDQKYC
LMP1 NFkB inh: EBV LMP1-driven NF-kappaB luciferase reporter inhibitors, primary screen, cell-based, luminescence, single point | actives 0.69% (n = 350,000) | inhibition, % at 12.5 µM | LMP1-induced NF-kappaB luciferase reporter cells; in the data active = inhibition above about 41%;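 also: 0% = neutral control wells and 100% = reference inhibitor control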
TRAIL sens C8: viability loss with TRAIL in NB7+C8 cells, primary screen, TRAIL sensitizer project, cell-based, ATPlite luminescence; inhibition (viability loss, TRAIL sensitization), % at 10 µM; actives 1% (n = 360,000); AID 624354, 2012;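 active = compounds causing at least 50% loss of cell viability in the single-dose screen, relative to plate controls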
SRC1 inh: SRC1 coactivator transcriptional activity inhibitors, primary screen, cell-based, luminescence | Nuclear receptor coactivator 1 (Homo sapiens), Q15788 | HEK293 GAL4-SRC1 luciferase reporter | inhibition, % at 3.6 µM | actives 0.12% (n = 360,000) | AID 588354, 2011;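 active = inhibition above the campaign mean plus 3 SD, with each screening campaign given its own cutoff, cut at about 60% in these data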;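 also: 0% = DMSO treated cells and 100% = gossypol at 36 µM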
NR5A2 inv ag: LRH-1 (NR5A2) inverse agonists, primary screen, cell-based, luminescence, HEK293T, StAR-luciferase reporter; LRH-1 transfected, 24 h; inhibition, % at 3.6 µM; actives 0.13% (n = 360,000); AID 602396, 2012;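 active = inhibition above the mean inhibition of all tested compounds plus 3 SD, cut at about 73% in these data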;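 also: 0% = DMSO wells and 100% = reporter-only cells lacking LRH-1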
COUP-TFII inh: NR2F2 transcriptional activity inhibitors, primary screen, cell-based, luciferase reporter, HEK293T, luminescence; COUP transcription factor 2 (Homo sapiens), P24468; HEK293T NGFI-A luciferase reporter; inhibition, % at 8.6 µM; actives 0.7% (n = 370,000); AID 686940, 2013;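 active = inhibition above a per-plate cutoff, mean inhibition of test wells between control levels plus 3 SD, cut at about 38% in these data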;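 also: cells cotransfected with COUP-TFII expression vector driving the NGFI-A reporter; 0% = median of COUP-TF2 test wells and 100% = reporter-only cells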
CF NFkB block: inhibitors of PAF-induced NF-kB signaling, primary screen, cell-based, GFP fluorescence, uHTS. inhibition, % at 5 µM. actives 0.86% (n = 360,000). KKLEB NF-kB-GFP reporter, GFP fluorescence overnight;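 active = at least 50% inhibition at 5 µM, scaled per plate between neutral and stimulator controls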;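 also: PAF is a Pseudomonas aeruginosa culture filtrate used as stimulus; plate controls were PAF-stimulated DMSO wells for no effect and unstimulated DMSO wells for full effect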
TROY signal inh: inhibitors of TROY-driven NF-kB signaling, primary screen, Q293 LMP1-TROYcd cells, NF-kB luciferase, uHTS | Q293 LMP1-TROYcd NF-kB luciferase reporter, 4 h | inhibition, % at 10 µM | actives 0.98% (n = 360,000);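 active = compounds whose plate-normalised and pattern-corrected inhibition of the luciferase reporter signal at the single screening dose is 50% or more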
TWEAK Fn14 block: inhibitors of TWEAK-Fn14 signaling, primary screen, luciferase reporter cells, uHTS; inhibition, % at 10 µM; TWEAK-stimulated Fn14 reporter cells, luciferase luminescence, 8 h; actives 2% (n = 360,000); in the data active = inhibition above about 50%
KKLEB cytotox: cytotoxicity in KKLEB CF airway cells, primary screen, cytotoxicity control for CF NF-kB inhibitor project, cell-based, uHTS, fluorescence assay plates; KKLEB CF airway cells viability, ATPlite luminescence, overnight; hits give low values; cells stimulated with P. aeruginosa culture filtrate; activity change (cytotoxicity), % at 5 µM; actives 0.36% (n = 360,000); AID 602141, 2011;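 active = corrected activity change at or below -50% at 5 µM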
SRC2 inh: inhibition of GAL4-SRC2 driven luciferase reporter, primary screen, SRC2 inhibitor project, cell-based, luminescence. AID 651957, 2012. Nuclear receptor coactivator 2 (Homo sapiens), Q15596. actives 0.17% (n = 370,000). inhibition, % at 9 µM. HEK293 GAL4-SRC2 luciferase reporter;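 active = inhibition above the mean inhibition of all tested compounds plus 3 SD, set per campaign, cut at about 52% in these data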;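 also: 0% = DMSO treated cells and 100% = cells given Gossypol at 36 µM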
* = called active by the depositor; . = no result given. An excerpt, so the mix of outcomes need not match the whole.

smiles,SRC3 inh,LMP1 NFkB inh,TRAIL sens C8,SRC1 inh,NR5A2 inv ag,COUP-TFII inh,CF NFkB block,TROY signal inh,TWEAK Fn14 block,KKLEB cytotox,SRC2 inh
O=C1NCN(c2ccccc2)C12CCN(C(c1ccccc1)c1nnnn1C1CCCC1)CC2 (stereo unspecified),-9,.,0,10,-13,5,2,1,7,-6,7
COCCN1C(=O)NC(=O)/C(=C\c2ccc(Br)cc2)C1=O,-1,-10,-1,2,1,0,-4,-3,-1,4,13
C[C@]12CC[C@H]3[C@@H](CCC4=CC(=O)CC[C@@H]43)[C@@H]1CC[C@@H]2O,10,-9,-2,3,-10,8,15,14,-4,-8,15
O=CC(Cl)P(=O)(N1CCCCC1)N1CCCCC1 (stereo unspecified),-2,-6,-7,13,19,3,9,22,-7,5,-7
CCCCOC(=O)C1=C(N)OC2=C(C(=O)CCC2)[C@]12C(=O)N(C)c1ccccc12,2,-3,-12,5,-5,-1,5,-1,0,2,-6
C[C@]12CCC(=O)C(O)=C1CC[C@@H]1[C@@H]2CC[C@]2(C)C(=O)CC[C@@H]12,8,2,0,-2,4,-4,-8,-1,-39,-6,-6
Cc1cc(OCC(=O)NCC(O)c2ccccc2)c2c3c(c(=O)oc2c1)CCC3 (stereo unspecified),9,-4,-6,0,-13,-12,-38,-11,-29,6,-3
C=CCn1c(O)c(C(C)=Nc2ccc(N(CC)CC)cc2)c(=O)[nH]c1=O,-5,2,-3,-1,15,2,11,-1,28,-22,9
CCN1c2nc3c(C)cccn3c(=O)c2CC2(C(=O)N(C)C(=O)N(C)C2=O)C1C (stereo unspecified),1,0,3,-7,4,-19,14,-7,3,0,-8
c1ccc(C2c3ccccc3-n3nncc3CN2CC2CCCCC2)cc1 (stereo unspecified),-12,-4,-4,10,-11,-4,29,1,17,-4,-19
CC/C(=N\NC(=O)c1ccccc1Cl)c1c(O)n(C2CCCCC2)c(=O)[nH]c1=O,1,-10,13,-12,-25,3,10,-18,-13,1,-26
COc1cc2c(cc1OC)CN(c1ccc([N+](=O)[O-])c(C(F)(F)F)c1)CC2,32,8,12,18,30,9,-12,19,74*,-9,-6
COc1cccc(CC(=O)N(C)C2CCCN(Cc3ccccc3F)C2)c1 (stereo unspecified),-4,-1,2,21,1,7,2,-37,9,0,13
CC12CN3CCN(C1)CC(C)(C3)C2=NO,9,-1,-20,-8,12,-11,6,9,3,-4,-9
COC(=O)C1=C(c2ccc(-c3ccccc3)c(F)c2)C[C@@H]2CC[C@H]1N2C(=O)NCCCOC(C)C,25,19,-6,9,23,15,17,14,1,-18,3
CC1NCCC2(O)CCCCC12 (stereo unspecified),-6,-1,-4,7,-1,-1,-12,-16,-2,2,-15
CCN(CC)c1ccc(C=C2C(=O)NC(=S)NC2=O)cc1,4,10,22,-13,21,-25,66*,-8,17,-13,24
COc1ccc(Br)cc1CNCCc1cccc(Cl)c1,2,4,2,8,4,23,7,-25,-19,-16,-16
CCOc1cccc(N2C(=O)/C(=C/c3ccco3)C(=O)NC2=S)c1,-4,2,-13,21,7,-15,3,17,10,3,-26
Cc1ccc(N(C)C(=O)Oc2cccc3ccc(C)nc23)cc1,3,1,5,0,-6,15,-1,-1,-2,-20,-15
Brc1ccc(C2N3CCCN23)cc1 (stereo unspecified),12,-9,4,-3,4,-17,-1,12,0,10,-30
Cc1ccc(C)c(-n2c(C)nc3ccccc3c2=O)c1,13,.,6,4,23,11,-4,-19,5,-9,-9
COc1ccc(/C=C/C(=O)c2c(O)n(CCC3=CCCCC3)c(=O)[nH]c2=O)cc1,-5,-8,11,-2,-1,-5,-18,16,46,2,-47
Cc1ccc(-n2c(O)c(C=NCCCn3ccnc3)c(=O)[nH]c2=O)cc1,5,-1,-10,-57,-2,-19,7,-23,2,-2,-34
CCOC(=O)C(O)(c1ccc(N(CC)C(=O)OC)cc1)C(F)(F)F (stereo unspecified),2,-3,7,9,-16,18,-8,47,7,-2,7
C=CCn1c(O)c(C(=O)CCCCCC)c(=O)[nH]c1=O,20,-7,-12,10,22,11,-6,2,11,4,-14
O=C(Cn1c(=O)n(CC2CS2)c2ccccc21)N1CCCCCC1 (stereo unspecified),6,-2,-15,-14,-10,3,16,10,-10,0,9
O=c1[nH]c(O)c(C=Nc2ccc(Cl)c(C(F)(F)F)c2)c(=O)[nH]1,-22,-2,-19,10,0,12,3,-9,-13,-7,-27
CC(C)CN(C(=O)CN1CC=C(c2ccccc2)CC1)c1c(N)n(CC(C)C)c(=O)[nH]c1=O,1,2,-2,-49,-5,-7,6,-8,3,16,-2
COC(=O)c1cn(Cc2ccc(F)cc2)c2ccccc12,-4,0,-14,9,15,-1,-6,-12,10,0,5
CC(=O)C1CCC2(O)C3CCC4=CC(=O)CCC4(C)C3CCC12C (stereo unspecified),-4,3,-12,2,16,6,13,-6,-5,4,1
Nc1c(C(=O)NCc2ccco2)c2nc3ccccc3nc2n1Cc1ccc(F)cc1,-11,-5,-11,-4,8,8,-6,62*,22,2,9
C=CCC1(CC)C(=O)NC(=S)NC1=O,-3,-1,3,-13,-10,7,0,-10,12,2,2
O=S1(=O)CCN(CCc2c[nH]c3ccccc23)CC1,9,-13,-3,8,3,23,-28,-7,-1,3,6
CCCn1c(C(=O)c2ccc(OC)cc2)nc2ccccc21,-1,-5,12,19,-2,0,-13,-17,-5,2,-13
O=C(c1ccc2c(c1)N(Cc1ccc(F)cc1)CCS2)N1CCC2(CC1)OCCO2,4,-1,16,12,-2,3,2,16,13,1,14
CC(C)C(=O)NC(Oc1ccccc1Cl)C(Cl)(Cl)Cl (stereo unspecified),-7,0,-5,-24,0,1,-8,-4,-14,8,-9
CC12CCC(=O)C=C1CCC1C2CCC2(C)C(O)CCC12 (stereo unspecified),6,5,5,-39,2,-1,10,-7,-19,0,7
COC(=O)C1=C(c2ccc(OC(F)(F)F)cc2)C[C@@H]2CC[C@H]1N2C(=O)N1CCC(O)CC1,9,3,-4,-4,0,2,-2,-8,-5,-18,-1
Cc1cccc(N2C(=O)NC(=O)C3(Cc4cc(C)ccc4N(C)C3)C2=O)c1 (stereo unspecified),22,-4,-7,-19,16,8,-9,-15,2,10,-40
COc1ccc(C(=O)N2C[C@H]3C[C@@H](C2)c2cccc(=O)n2C3)cc1OC,7,2,-5,3,5,-14,-27,6,-14,0,13
O=C(O)Cn1cc(/C=C2\C(=O)NC(=O)N(c3ccc(Br)cc3)C2=O)c2ccccc21,-14,-7,-6,-12,11,17,-4,-19,-10,-4,16
O=P(C(c1ccc2c(c1)OCO2)N1CCOCC1)(N1CCOCC1)N1CCOCC1 (stereo unspecified),10,2,-8,-14,-16,-3,-1,-1,-2,-2,9
Cc1cc([N+](=O)[O-])c(Cl)cc1NC(=O)C(C)C,7,-1,21,-5,26,4,7,-1,4,5,-5
COC(=O)C1=C(C)NC(=S)NC1c1ccc(N(CCCl)CCCl)cc1Cl (stereo unspecified),7,4,-16,7,-15,11,-2,35,26,-6,25
COc1cccc(-n2c(CN3CCOCC3)nc3ccc([N+](=O)[O-])cc3c2=O)c1,3,8,1,2,24,14,4,-3,-6,3,-11
O=c1[nH]c(=O)n(-c2cccc3ccccc23)c(O)c1/C=N/N1CCCCCC1,-6,-3,17,3,0,15,10,0,-10,3,-5
C#C[C@@]1(O)CCC2C3CCC4=C/C(=N/OCC(=O)NC(C(=O)O)C(C)O)CC[C@]4(C)C3CC[C@@]21C (stereo partly specified),-49,-5,2,14,-5,2,2,11,5,3,-2
Oc1ccc2c3c1O[C@H]1c4oc5ccccc5c4C[C@@]4(O)[C@@H](C2)N(CC2CC2)CC[C@]314,2,1,3,-8,7,3,5,6,-15,-3,11
NC(=O)C1(N2CCCCC2)CCN(Cc2ccccc2)CC1,13,19,-35,-4,-2,-5,13,-6,10,0,17

Other structures:
smiles,SRC3 inh,LMP1 NFkB inh,TRAIL sens C8,SRC1 inh,NR5A2 inv ag,COUP-TFII inh,CF NFkB block,TROY signal inh,TWEAK Fn14 block,KKLEB cytotox,SRC2 inh
CCOC(=O)C1CCN(C(C)C(=O)c2c[nH]c3ccccc23)CC1 (stereo unspecified),17,1,2,7,23,.,8,-35,6,4,.
COC(=O)C1=C(c2cccc(OC)c2OC)C[C@@H]2CC[C@H]1N2C(=O)N1CCCCC1,-6,-6,4,-2,-21,1,8,-26,5,-3,13
Cc1ccccc1-c1nc(CS(=O)CC(=O)N2CCC3(CC2)OCCO3)c(C)o1 (stereo unspecified),-5,-3,-18,-9,9,-1,-16,9,11,1,15
CCc1nc2ccc(N3CCN(C)CC3)cc2nc1CC,17,-14,3,-6,3,-1,14,-10,3,6,7
O=C1CNC(c2ccccc2Cl)c2cc(Br)ccc2N1 (stereo unspecified),9,6,-1,18,-1,-3,8,2,30,-16,-1
Cn1cc(C(=O)Cc2ccccc2)c2ccccc21,4,-2,-4,-2,2,4,-5,-1,-13,-1,-18
c1ccc2cc(C3N4CCCN34)ccc2c1 (stereo unspecified),-14,-9,1,8,-1,-13,6,-7,8,-3,-46
CCn1c(O)c(C=Nc2cc(Cl)ccc2Cl)c(=O)n(CC)c1=O,2,-3,-6,-38,-2,-1,1,-3,-9,6,-27
CSc1ccc(CNC(C)C(O)c2ccccc2)cc1 (stereo unspecified),-6,-10,-5,-23,9,-13,-6,13,23,-10,15
CC(C)(O)/C=C/C(=O)[C@](C)(O)C1[C@H](O)C[C@@]2(C)C3CC=C4C(C[C@H](O)[C@@H](O)C4(C)C)[C@]3(C)C(=O)C[C@]12C (stereo partly specified),25,27,41,-5,7,.,71*,56*,-7,-75*,.
O=C1CC(N2CCC(n3c(=O)[nH]c4ccccc43)CC2)C(=O)N1c1ccc(F)cc1 (stereo unspecified),18,-4,-11,-8,10,-11,16,8,8,1,5

Two entries from above, set out differently.
c1ccc2cc(C3N4CCCN34)ccc2c1 (stereo unspecified)
  SRC3 inh: -14
  LMP1 NFkB inh: -9
  TRAIL sens C8: 1
  SRC1 inh: 8
  NR5A2 inv ag: -1
  COUP-TFII inh: -13
  CF NFkB block: 6
  TROY signal inh: -7
  TWEAK Fn14 block: 8
  KKLEB cytotox: -3
  SRC2 inh: -46
CCn1c(O)c(C=Nc2cc(Cl)ccc2Cl)c(=O)n(CC)c1=O
  SRC3 inh: 2
  LMP1 NFkB inh: -3
  TRAIL sens C8: -6
  SRC1 inh: -38
  NR5A2 inv ag: -2
  COUP-TFII inh: -1
  CF NFkB block: 1
  TROY signal inh: -3
  TWEAK Fn14 block: -9
  KKLEB cytotox: 6
  SRC2 inh: -27
